# Assay outcomes: PubChem, The Scripps Research Institute Molecular Screening Center
# PAFAH1B2 inh – blocks human PAF acetylhydrolase 1b catalytic subunit 2. inhibition, % at 3.39 µM. recombinant PAFAH1B2, FP-rhodamine activity probe, fluorescence polarization. 340,000 compounds, 1.2% hits. P68402;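 active = inhibition above the mean of all tested compounds plus 3 SD, cut at about 24% in these data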;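 note: 0% = enzyme with DMSO and 100% = wells lacking PAFAH1B2; many of its hits are not listed in these tables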
# pPAFAH inh – pPAFAH (human) enzyme inhibition | recombinant pPAFAH, FP-rhodamine probe fluorescence polarization | inhibition, % at 3.39 µM | 330,000 compounds, 1.5% hits | AID 463082;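 active = inhibition above the mean inhibition across the screen plus 3 SD, cut at about 25% in these data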;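 note: inhibitors block binding of the rhodamine activity-based probe so polarization drops; 0% = enzyme with DMSO and 100% = wells lacking pPAFAH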
# PAFAH2 FP inh – inhibitors of human PAFAH2; AID 492956; recombinant PAFAH2, FP-rhodamine activity probe, fluorescence polarization; Q99487; 340,000 compounds, 0.99% hits; inhibition, % at 3.39 µM;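 active = inhibition above the mean over all tested compounds plus 3 SD, cut at about 30% in these data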;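 note: inhibitors block probe labeling of enzyme so polarization drops; 0% = enzyme with DMSO and 100% = wells lacking PAFAH2 protein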
# GSTO1 counter – GSTO1 inhibition, counter-screen for RBBP9 inhibitors. 300,000 compounds, 1.1% hits. inhibition, % at 5.96 µM. recombinant GSTO1, activity-based probe fluorescence polarization. AID 1974;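 active = inhibition above the campaign mean inhibition plus 3 SD, cut at about 35% in these data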;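 note: 0% = GSTO1-1 with DMSO and 100% = wells lacking GSTO1-1 enzyme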
# LYPLA1 counter – LYPLA1 (human) inhibition in PME1 counter-screen; inhibition, % at 5.9 µM; recombinant LYPLA1, FP-Rh probe fluorescence polarization; O75608; 320,000 compounds, 0.16% hits;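 active = inhibition above the mean of all tested compounds plus 3 SD, set per campaign, cut at about 14% in these data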;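 note: inhibitors block serine hydrolase probe labeling of LYPLA1 so polarization falls; 0% = enzyme with DMSO and 100% = wells lacking LYPLA1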
# Fam108B inh – blocks mouse Fam108B hydrolase in RBBP9 counter-screen. recombinant Fam108B, FP-Rh probe fluorescence polarization. inhibition, % at 9.51 µM. 300,000 compounds, 0.33% hits. AID 1947;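 active = inhibition above the screen mean inhibition plus 3 SD, computed separately per campaign, cut at about 18% in these data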;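 note: inhibitors lower polarization as less probe binds the enzyme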
# PME-1 primary – blocks human protein phosphatase methylesterase 1. Q9Y570. recombinant PME-1, FP-Rh probe fluorescence polarization. inhibition, % at 5.9 µM. 320,000 compounds, 0.53% hits;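 active = inhibition above the campaign mean of all compounds plus 3 SD, cut at about 26% in these data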;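 note: competitive labeling of PME-1 active site by serine hydrolase directed probe; 0% = PME-1 with DMSO and 100% = wells lacking PME-1 enzyme; inhibitors block probe labeling so polarization falls and inhibition rises; many of its hits are not listed in these tables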
# Target sequence (Q9Y570 whole entry, looked up): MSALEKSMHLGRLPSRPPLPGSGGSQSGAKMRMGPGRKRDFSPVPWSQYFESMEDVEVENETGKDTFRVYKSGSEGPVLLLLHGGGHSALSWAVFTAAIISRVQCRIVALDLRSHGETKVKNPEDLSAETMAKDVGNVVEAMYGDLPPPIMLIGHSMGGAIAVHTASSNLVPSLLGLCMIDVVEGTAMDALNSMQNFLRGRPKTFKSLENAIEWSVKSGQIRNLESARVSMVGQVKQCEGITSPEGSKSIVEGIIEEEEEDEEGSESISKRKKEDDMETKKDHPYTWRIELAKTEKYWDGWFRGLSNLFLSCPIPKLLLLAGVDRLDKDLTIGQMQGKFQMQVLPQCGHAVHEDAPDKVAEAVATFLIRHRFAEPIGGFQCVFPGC
# PAFAH1B3 FP inh – blocks human PAF acetylhydrolase 1B catalytic subunit 3 | 340,000 compounds, 0.28% hits | recombinant PAFAH1B3, FP-rhodamine probe, fluorescence polarization | Q15102 | inhibition, % at 3.39 µM | AID 492972;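 active = inhibition above the screen-wide average of all tested compounds plus 3 SD, cut at about 25% in these data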;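 note: 0% = enzyme with DMSO only and 100% = wells lacking PAFAH1B3 protein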
# PAD4 inh – blocks human protein arginine deiminase 4. recombinant PAD4, RCA probe fluorescence polarization. AID 485272. 330,000 compounds, 0.41% hits. Q9UM07. inhibition, % at 6.36 µM;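 active = percent inhibition above a cutoff equal to the mean of all tested compounds plus 3 SD, cut at about 15% in these data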;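 note: 0% = PAD4 with RCA probe and DMSO and 100% = probe without PAD4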
# Target sequence (Q9UM07 whole entry, looked up): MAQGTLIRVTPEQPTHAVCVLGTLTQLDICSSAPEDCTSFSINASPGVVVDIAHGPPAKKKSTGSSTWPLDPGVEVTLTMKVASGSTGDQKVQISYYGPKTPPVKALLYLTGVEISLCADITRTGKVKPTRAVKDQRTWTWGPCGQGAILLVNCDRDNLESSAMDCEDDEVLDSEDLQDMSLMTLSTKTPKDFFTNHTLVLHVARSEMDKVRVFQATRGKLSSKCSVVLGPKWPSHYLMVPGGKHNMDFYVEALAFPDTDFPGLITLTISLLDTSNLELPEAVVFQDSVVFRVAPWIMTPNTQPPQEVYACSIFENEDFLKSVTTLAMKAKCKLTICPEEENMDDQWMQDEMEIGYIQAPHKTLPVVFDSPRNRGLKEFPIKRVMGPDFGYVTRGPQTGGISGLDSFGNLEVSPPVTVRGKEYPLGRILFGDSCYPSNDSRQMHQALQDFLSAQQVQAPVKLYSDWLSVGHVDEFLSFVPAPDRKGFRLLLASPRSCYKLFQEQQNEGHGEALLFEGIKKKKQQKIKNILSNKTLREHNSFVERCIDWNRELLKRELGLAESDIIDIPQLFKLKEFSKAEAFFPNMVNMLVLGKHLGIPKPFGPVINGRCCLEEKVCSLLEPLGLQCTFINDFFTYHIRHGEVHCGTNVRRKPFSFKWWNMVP
# An asterisk follows results filed as active; · = not tested or not shown.
1) CC(C)[C@H](NC(=O)C1CC(=O)N(c2ccc(F)cc2)C1)C(=O)N1CCCCC1 (some centres undefined)
2) COc1ccc(CNc2nc3c(c(=O)n(Cc4ccc(Br)cc4)c(=O)n3C)n2C)cc1
3) CCOC(=O)/C(=C\c1ccccc1)C(=O)c1cc(C(C)=O)c(Nc2ccccc2)s1
4) COc1ccccc1-c1noc(CCCC(=O)NC2CCCC2)n1
5) COc1ccc(C(=O)Nc2nc(C)c(C)s2)cc1OC
6) CCCCOC(=O)Nc1nc2ccccc2s1
7) COC(=O)c1cc(CNC(=O)c2ccc(S(=O)(=O)N(C)c3ccccc3)cc2)ccc1OC
8) CCC(=O)Nc1cccc(NC(=S)NC(=O)c2cc3ccccc3o2)c1
9) Cn1nnnc1Sc1ncnc2scc(-c3ccccc3Br)c12
10) COc1c(O[C@@H]2O[C@H](CO)[C@@H](O)[C@H](O)[C@H]2O)cc2c(c1OC)-c1ccc(SC)c(=O)cc1C(NC(C)=O)CC2 (some centres undefined)
Screen / compound no.,1,2,3,4,5,6,7,8,9,10
PAFAH1B2 inh,3,2,0,1,0,5,0,2,0,4
pPAFAH inh,4,3,2,7,3,1,3,1,1,1
PAFAH2 FP inh,6,3,1,10,2,-7,-4,-7,8,7
GSTO1 counter,3,-3,1,3,3,-2,·,-3,·,5
LYPLA1 counter,-4,-6,-3,0,-3,-1,1,-3,-1,0
Fam108B inh,2,8,-10,0,0,-3,·,-12,·,1
PME-1 primary,-10,-2,-6,-4,-6,1,1,0,7,-1
PAFAH1B3 FP inh,7,4,2,1,-2,8,5,0,13,7
PAD4 inh,-5,1,4,1,1,-3,2,-4,0,-1

# From entry 1 up to 5, as listed above:
1) CC(C)[C@H](NC(=O)C1CC(=O)N(c2ccc(F)cc2)C1)C(=O)N1CCCCC1 (some centres undefined)
2) COc1ccc(CNc2nc3c(c(=O)n(Cc4ccc(Br)cc4)c(=O)n3C)n2C)cc1
3) CCOC(=O)/C(=C\c1ccccc1)C(=O)c1cc(C(C)=O)c(Nc2ccccc2)s1
4) COc1ccccc1-c1noc(CCCC(=O)NC2CCCC2)n1
5) COc1ccc(C(=O)Nc2nc(C)c(C)s2)cc1OC
Screen / compound no.,1,2,3,4,5
PAFAH1B2 inh,3,2,0,1,0
pPAFAH inh,4,3,2,7,3
PAFAH2 FP inh,6,3,1,10,2
GSTO1 counter,3,-3,1,3,3
LYPLA1 counter,-4,-6,-3,0,-3
Fam108B inh,2,8,-10,0,0
PME-1 primary,-10,-2,-6,-4,-6
PAFAH1B3 FP inh,7,4,2,1,-2
PAD4 inh,-5,1,4,1,1

# The list continues:
11) COc1ccc(N2C(=O)c3ccccc3NC23C(=O)N(C)c2ccccc23)cc1 (centres undefined)
12) CCCCN(C(=O)CN1C(=O)C2CCCCC2C1=O)c1c(N)n(CCCC)c(=O)[nH]c1=O (centres undefined)
13) COC(=O)c1c(C)[nH]c(C(=O)/C=C/c2ccccc2)c1C
14) O=C1CC(C(=O)Nc2ccccc2)C2(CCCC2)O1 (centres undefined)
15) C=C(Cl)COc1ccc2c(C)cc(=O)oc2c1
16) CCNC(=S)N(Cc1cccs1)Cc1cc2cc(OCC)ccc2[nH]c1=O
17) O=C(NCc1ccccc1)C1CCN(S(=O)(=O)N2CCCCCC2)CC1
18) COc1ccc(OC)c(S(=O)(=O)N2CCN(c3ccccn3)CC2)c1
19) CC(C)(CNC(=O)c1ccc(NS(=O)(=O)c2ccc(Br)cc2)cc1)N1CCOCC1
20) COc1ccc(S(=O)(=O)N2CCC(C(N)=O)(N3CCCCC3)CC2)cc1
Screen / compound no.,11,12,13,14,15,16,17,18,19,20
PAFAH1B2 inh,0,4,4,2,2,5,5,-1,23,12
pPAFAH inh,5,5,4,-1,-1,7,-3,0,-2,0
PAFAH2 FP inh,1,-1,-4,6,-2,2,-2,-4,-2,0
GSTO1 counter,5,2,-2,2,9,3,2,4,-5,-4
LYPLA1 counter,4,7,-1,-4,1,0,0,-2,5,1
Fam108B inh,4,2,-1,-3,1,-4,4,0,0,0
PME-1 primary,4,3,0,-1,-2,-3,3,-4,2,-1
PAFAH1B3 FP inh,-5,8,7,-6,7,11,7,5,-3,-1
PAD4 inh,1,5,-2,-2,-5,-7,3,0,-3,-1

21) COc1ccccc1CCC(=O)OCC(=O)Nc1cc(S(=O)(=O)N2CCOCC2)ccc1C
22) Cc1cc(C(=O)COC(=O)CNC(=O)c2ccco2)c(C)n1Cc1ccco1
23) CCn1c(SCC(=O)Nc2ccc(NC(=O)c3ccco3)cc2)nnc1-c1cccs1
24) O=C(O)c1ccc2c(c1)C(=O)/C(=C/c1ccccc1)C2=O
25) NC(=O)c1ccc(C(F)(F)F)n(Cc2ccc(F)c(F)c2)c1=O
26) C=Cc1ccc(N=Cc2c(O)ccc3ccccc23)cc1
27) Cc1c(C(=O)Nc2ccc3c(c2)OCO3)oc2ccccc12
28) COC(=O)C1CN(C(=O)COc2ccccc2C)c2ccccc2O1 (centres undefined)
29) CCC(C)(C)n1nnnc1CN(Cc1cc2cc(OC)ccc2[nH]c1=O)C1CCCC1
30) Cc1ccc(N2C(=O)CC2(C#N)c2ccc(OCc3ccccc3)cc2)cc1 (centres undefined)
Screen / compound no.,21,22,23,24,25,26,27,28,29,30
PAFAH1B2 inh,3,-2,2,21,4,2,1,3,4,1
pPAFAH inh,21,2,4,27*,3,0,7,-3,1,1
PAFAH2 FP inh,16,5,-2,13,-2,3,1,-3,13,0
GSTO1 counter,-3,2,-3,56*,7,30,-11,3,2,10
LYPLA1 counter,3,-3,2,2,-1,2,0,-1,-1,1
Fam108B inh,-1,-1,-2,15,1,5,-3,2,-2,-5
PME-1 primary,1,-12,-3,-4,-6,2,-1,-6,3,-8
PAFAH1B3 FP inh,3,-2,2,39*,12,7,2,10,4,-3
PAD4 inh,-1,0,0,3,-1,-14,-6,0,-5,-2

31) COc1cc(CNCCO)cc(Cl)c1OCc1ccc(Cl)cc1Cl
32) Cc1ccc(S(=O)(=O)N2CCCCC2)cc1NC(=O)c1ccc2c(=O)n3c(nc2c1)CCCCC3
33) CC(=O)c1c(C)[nH]c(C(=O)N2CCN(S(=O)(=O)c3ccc(F)c(F)c3)CC2)c1C
34) O=C(NCc1ccccn1)c1ccc2c(=O)n(CCc3ccccc3)c(=O)[nH]c2c1
35) O=C(NC1CCN(C(=O)c2cccs2)CC1)c1ccccc1
36) CC(C)N(C(=O)CN1CCC(c2nc3ccccc3[nH]2)CC1)C(C)C
37) CC(C)NC(=S)N/N=C/c1ccc(N2CCOCC2)cc1
38) CCOC(=O)C1CCN(Cc2ccc(O)c3ncccc23)CC1
39) O=C(Nc1ccc(CN2CCOCC2)cc1)c1cccs1
40) O=C(c1ccc2c(c1)OCO2)N1CCC2(CC1)Oc1ccc(Cl)cc1C(=O)C21CC(c2cccnc2)=NO1 (centres undefined)
Screen / compound no.,31,32,33,34,35,36,37,38,39,40
PAFAH1B2 inh,8,·,0,-2,3,-7,0,4,3,8
pPAFAH inh,28*,-1,4,-3,4,2,4,4,4,8
PAFAH2 FP inh,7,·,0,-8,5,-2,5,5,-2,-7
GSTO1 counter,8,11,17,-7,-4,5,2,2,-1,6
LYPLA1 counter,-3,-1,-10,-5,1,1,1,-3,2,0
Fam108B inh,-5,0,-4,-2,1,-2,1,5,2,2
PME-1 primary,5,4,5,-2,3,4,3,-1,-1,-4
PAFAH1B3 FP inh,13,·,0,11,5,-2,-1,17,-7,14
PAD4 inh,6,0,0,-1,-1,1,3,-2,5,1

41) CCS(=O)(=O)N1CCN(S(=O)(=O)c2ccc(Cl)s2)CC1
42) COc1cccc(NS(=O)(=O)NC(=O)c2c[nH]c3ccccc23)c1
43) O=c1oc2ccccc2c2c1ncn2C1CCCCC1
44) Cc1cc(C)c(NC(=O)NC(=O)c2cccc(F)c2)c(C)n1
45) COCCNC(=O)COC(=O)c1ccc(S(=O)(=O)N2CCOCC2)cc1
46) COc1ccc(COC(=O)C2CC(=O)N(Cc3ccccc3)C2)cc1 (centres undefined)
47) Cc1nc(-c2ccc(Cl)cc2)sc1C1(C)CC(c2cccc(Cl)c2)=NO1 (centres undefined)
48) CC(C)(C)c1ccccc1NC(=O)N1CCNC(=O)C1CC(=O)Nc1ccc(F)cc1 (centres undefined)
49) Cc1ccccc1OCCC(=O)NNC(=O)c1ccccc1F
50) COc1ccc(C2c3ccc4ccccc4c3Oc3ncn(CCCO)c(=N)c32)cc1 (centres undefined)
Screen / compound no.,41,42,43,44,45,46,47,48,49,50
PAFAH1B2 inh,5,6,1,0,·,7,-2,-4,3,5
pPAFAH inh,2,0,9,1,3,4,1,1,6,-12
PAFAH2 FP inh,1,-5,-2,3,·,0,0,5,7,-6
GSTO1 counter,-3,-1,6,4,3,·,1,0,·,-19
LYPLA1 counter,-1,0,-1,1,0,-2,-2,2,·,-14
Fam108B inh,0,-2,10,1,3,·,-3,-2,·,-10
PME-1 primary,3,-2,-6,2,-2,0,-5,1,·,-9
PAFAH1B3 FP inh,3,7,-4,-1,·,5,7,5,5,-3
PAD4 inh,2,-5,-5,-2,-7,4,-6,-5,-4,-3

51) COc1cc(C(=O)NNC(=O)C2CSC3(C)CCC(=O)N23)cc(OC)c1OC (centres undefined)
52) Cc1ccc2c(c1)C(c1ccccc1)C(=O)O2 (centres undefined)
53) COc1ccc(/C=C/c2c(-c3ccc(OC)cc3)oc(=O)c3cc(OC)c(OC)cc23)cc1
54) CC(=O)c1c(N2CCOCC2)nc2ccc(Br)cc2c1-c1ccccc1
55) O=[N+]([O-])c1ccc2nc(CCCO)[nH]c2c1
56) CCOC(=O)c1ccccc1NC(=O)c1ccc(N(C)S(C)(=O)=O)cc1
57) C#CCCC(=O)c1ccccc1/C=[N+](\[O-])c1ccccc1
58) O=C(NCCc1c[nH]c2ccccc12)c1ccc(S(=O)(=O)NCc2ccco2)cc1
59) Cc1ccccc1OCc1n[nH]c(=S)n1-c1cccc(Cl)c1
60) O=c1oc2ccc(Cl)cc2nc1/C=C(\O)c1ccco1
61) C=CCn1c(SCc2ccc([N+](=O)[O-])cc2)nnc1C(C)NC(=O)c1ccccc1 (centres undefined)
62) O=C(NCCc1cccs1)C1CC(c2cccc([N+](=O)[O-])c2)=NO1 (centres undefined)
63) Cc1ccc(C(=O)NC(=S)NCc2ccccc2)cc1Br
Screen / compound no.,51,52,53,54,55,56,57,58,59,60,61,62,63
PAFAH1B2 inh,2,5,1,·,·,3,-2,5,16,5,4,-1,·
pPAFAH inh,-3,6,-2,3,-3,2,8,12,16,0,-1,10,2
PAFAH2 FP inh,2,5,2,·,·,2,10,17,1,21,-4,-8,·
GSTO1 counter,·,27,·,6,9,-1,·,3,11,18,0,1,9
LYPLA1 counter,0,-2,·,1,1,-2,-1,-1,2,-3,-1,1,-2
Fam108B inh,·,5,·,-4,1,-2,·,-1,12,3,6,-2,-4
PME-1 primary,-3,-1,·,0,5,0,-4,7,7,1,-5,-4,-16
PAFAH1B3 FP inh,15,14,4,·,·,11,7,-6,5,-1,8,0,·
PAD4 inh,-6,1,1,-1,3,-1,-2,-3,1,0,-3,1,-2

# Some of the compounds tested. The share of hits here may be higher or lower than overall.
